MrgX1 agonist: agonists of human MrgX1 receptor | MrgX1-HEK293 cells, Fluo-4 calcium fluorescence, agonist mode; hits give high values | hit rate 0.44% among 310,000 | B-score at 10 µM | AID 588627 | Q96LB2;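 active = calcium response B-score plate-corrected fluorescence ratio at least 3 library SD, with starting fluorescence B-score inside 5 SD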
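Material: MrgX1-expressing HEK293 cells / Dosing: compound as first of three additions / Incubation: overnight seeding, then 1 h dark dye loading / Signal: Fluo-4 NW calcium fluorescence / Evaluation: B-scored fluorescence response ratio / Benchmarks: positive and negative control wells on each plate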
HIF activator: HIF pathway transcriptional activation | U2OS HRE-luciferase reporter, luminescence; normalized: DMSO 0%, desferrioxamine 100% | activation, % at 7.5 µM (by protocol) | hit rate 0.32% among 300,000 | AID 1910;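 active = mean activation of at least 10% of the iron chelator positive control signal, with at least half of replicates also reaching 10%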
TRPC6 act: mouse TRPC6 channel activation | Q61143 | HEK293-TRPC6 membrane potential dye fluorescence; hits give high values | B-score at 10 µM | hit rate 0.13% among 310,000;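 active = B-score of the integrated fluorescence ratio above library mean plus 3 SD, and starting fluorescence ratio within library mean plus 5 SD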;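 note: higher score means more depolarization so channel activation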
PolyA inh: inhibitors of polyadenylation in S. cerevisiae. AID 1875. calls only at 12 µM. hit rate 0.02% among 300,000. S. cerevisiae SKY197-pL101 polyadenylation reporter, beta-gal luminescence; efflux-impaired pdr1/pdr3 knockout yeast; score 100 = 6 SD above DMSO;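 active = lowest replicate activity score at least 50, where 100 means six control SD above control mean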;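 note: yeast exposed to compound for 9 h at 30 °C; higher score means more reporter readthrough which indicates perturbed polyadenylation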
AI-2 QS modul: Vibrio harveyi AI-2 quorum sensing modulation; Vibrio harveyi JMH597 AI-2 luminescence/OD600 ratio, 9 h; hits give low values; strain lacks LuxN and CqsS sensors; 0 = neutral-control median; activity change, % at 7.5 µM; hit rate 0.4% among 300,000; AID 2094; in the data active = activity change below about -75%, passing the limit was not always enough;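 note: luminescence divided by OD600 gain over 9 h not by final OD600 alone; inactives centre near 13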
TRPC4 potent: TRPC4 (mouse) allosteric potentiation; HEK293 TRPC4beta/mu-opioid, DAMGO EC20, Fluo-4 Ca2+ flux; hits give high values; B-score at 10 µM; hit rate 0.42% among 310,000; AID 2227;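 active = B-score of calcium response area above 5 SD of library B-scores, with initial fluorescence ratio within 5 SD of library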;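 note: B-score of integrated fluorescence ratio over time as area under calcium response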
Target sequence (Q9QUQ5 whole entry, looked up): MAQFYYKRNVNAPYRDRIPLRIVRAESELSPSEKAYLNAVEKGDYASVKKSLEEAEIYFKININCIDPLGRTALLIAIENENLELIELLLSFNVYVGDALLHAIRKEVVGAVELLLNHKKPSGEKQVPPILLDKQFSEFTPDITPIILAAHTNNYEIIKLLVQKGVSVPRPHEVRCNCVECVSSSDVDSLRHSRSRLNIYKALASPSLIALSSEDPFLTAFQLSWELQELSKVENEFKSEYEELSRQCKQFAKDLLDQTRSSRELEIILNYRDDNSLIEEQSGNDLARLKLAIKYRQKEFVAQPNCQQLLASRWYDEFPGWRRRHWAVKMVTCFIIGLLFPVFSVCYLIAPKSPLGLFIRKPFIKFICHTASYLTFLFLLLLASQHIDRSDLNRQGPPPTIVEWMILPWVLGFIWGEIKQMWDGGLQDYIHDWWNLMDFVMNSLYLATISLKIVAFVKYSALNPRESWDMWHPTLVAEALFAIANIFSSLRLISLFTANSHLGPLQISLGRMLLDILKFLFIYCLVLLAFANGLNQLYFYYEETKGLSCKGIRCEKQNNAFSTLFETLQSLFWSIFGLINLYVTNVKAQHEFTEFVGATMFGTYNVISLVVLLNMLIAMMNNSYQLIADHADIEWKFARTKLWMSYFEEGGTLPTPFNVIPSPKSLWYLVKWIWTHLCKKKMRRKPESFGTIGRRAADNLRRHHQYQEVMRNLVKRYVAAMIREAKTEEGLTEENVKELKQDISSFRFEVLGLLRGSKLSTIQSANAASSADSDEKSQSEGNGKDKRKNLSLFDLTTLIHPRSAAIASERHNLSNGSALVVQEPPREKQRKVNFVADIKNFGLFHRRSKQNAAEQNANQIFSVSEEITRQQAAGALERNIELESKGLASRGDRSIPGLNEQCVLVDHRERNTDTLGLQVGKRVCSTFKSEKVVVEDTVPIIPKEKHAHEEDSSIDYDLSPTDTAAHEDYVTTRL
TRPC4 inh: blocks the mouse TRPC4 cation channel; Q9QUQ5; HEK293 TRPC4beta/mu-opioid, DAMGO-evoked Fluo4 calcium flux; hits give low values; B-score at 10 µM; hit rate 0.39% among 300,000;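 active = B-score over 3 SD under the library average, no early fluorescence shift, positive overall ratio signal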
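Material: HEK293 cells with stable TRPC4beta plus mu-opioid receptor expression; probe or stimulus: DAMGO in two steps, submaximal then maximal; technique: Fluo4 calcium fluorescence by kinetic imaging, 5 s 1 Hz baseline; measure: integrated fluorescence ratio relative to baseline, converted to per-well B score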
MrgX1 antag: blocks BAM8-22 activation of human MrgX1 receptor | MRGX1-HEK293 calcium flux, Fluo-4, BAM8-22 antagonism; hits give low values | B-score at 10 µM | Q96LB2 | hit rate 1.3% among 310,000;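 active = calcium-response B-score plate-corrected more than 3 library SD below zero, starting fluorescence within 5 deviations, no agonist response on first addition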;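 note: peak minus trough fluorescence over baseline after final BAM8-22 challenge near maximal dose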
TRPC4 act: opens the mouse TRPC4 cation channel | B-score at 10 µM | HEK293 TRPC4beta/mu-opioid, Fluo4 calcium fluorescence; hits give high values | hit rate 0.49% among 310,000;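 active = B-score above 5 SD of library B-scores, and initial fluorescence ratio not above library mean plus 5 SD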;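 note: positive B-score marks a calcium rise read as TRPC4 activation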
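Assay system: HEK293 cells stably co-expressing mouse TRPC4beta and mu-opioid receptor / Timing: Fluo4 dye loading 45 min at room temperature, 110 s recording / Signal: Fluo4 calcium-sensitive dye fluorescence, kinetic, 1 Hz baseline / Read-out: integrated baseline-normalised fluorescence ratio, converted to per-well B score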
MrgX1 PAM: allosterically activates human MrgX1 receptor signaling; Q96LB2; MrgX1-HEK293, Fluo-4 calcium flux, FDSS; hits give high values; hit rate 0.63% among 310,000; B-score at 10 µM; AID 588675;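 active = plate-corrected calcium response at least 3 library SD above typical, normal starting fluorescence, not activating the receptor alone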;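 note: compound read alongside a low EC10 to EC30 dose of BAM8-22 agonist; peak minus trough fluorescence over baseline measured at the second addition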
TRPC6 inh: blocks the mouse TRPC6 cation channel. B-score at 10 µM. hit rate 1.1% among 310,000. HEK293-TRPC6, membrane potential dye, ACh-evoked depolarization; hits give low values. Q61143;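 active = B-score under library mean minus 3 SD, initial fluorescence not abnormally high, positive integrated signal ratio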;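 note: B-score derived from integrated fluorescence ratio over the kinetic read; more negative B-score means stronger inhibition of depolarization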
* = called active by the depositor; i = inactive; x = no result given. A portion of the library; rates above refer to the full screens.

Screens in order: MrgX1 agonist	HIF activator	TRPC6 act	PolyA inh	AI-2 QS modul	TRPC4 potent	TRPC4 inh	MrgX1 antag	TRPC4 act	MrgX1 PAM	TRPC6 inh
- Cc1ccccc1OCCNc1cc(N2CCNCC2)ccc1[N+](=O)[O-]
→ 27*	-0.3	i	i	41	14*	i	i	i	i	-7.9*
- CCOC(=O)c1c(NC(=S)Nc2ccccc2)sc2c1CC(C)(C)SC2
→ i	0.2	i	i	8	i	i	i	i	i	i
- Cc1ccc(S(=O)(=O)/N=C(\c2ccccc2)N(C)S(=O)(=O)c2ccc(C)cc2)cc1
→ i	-0.3	i	x	9	i	i	i	i	i	i
- CC(=O)c1c(C)[nH]c(C(=O)COc2cc(C)ccc2C(C)C)c1C
→ i	0.9	i	i	-6	i	i	i	i	i	i
- CCCCn1c(N)c(N(CC(C)C)C(=O)CSC(C)C(=O)Nc2cc(C)on2)c(=O)[nH]c1=O (stereo not drawn)
→ i	0.4	i	i	25	i	i	i	i	i	i
- Cc1c(Cl)cccc1NC(=S)NC(=O)CCN1C(=O)c2ccccc2C1=O
→ i	0.3	i	i	7	i	i	i	i	i	i
- COc1ccc(C(N)=O)cc1N
→ i	-0.8	i	i	15	i	i	i	i	i	i
- COc1ccccc1CNC(=O)CCCn1nc(C)c2c(C)n(-c3ccc(C)cc3)nc2c1=O
→ i	-0.4	i	i	-1	i	i	i	i	i	i
- Cc1cc(C)c2nc(SCC#N)cc(C)c2c1
→ i	0.6	i	i	2	i	i	i	i	i	i
- COc1ccc(C)cc1NC(=O)C(OC(=O)c1cc(C)oc1C)c1ccccc1 (stereo not drawn)
→ i	-0.1	i	i	11	i	i	i	i	i	i
- O=C(Nc1ccccc1)c1cccc(NC(=O)c2ccco2)c1
→ i	0.4	i	i	9	i	i	i	i	i	i
- CC(=O)c1sc2nsc(SCCN3CCCCC3)c2c1N
→ i	0.5	i	i	11	i	i	-5.2*	i	i	i
- CC(=O)c1ccccc1OCCOc1ncnc2sccc12
→ i	1.4	i	i	19	i	i	i	i	i	i
- Cc1noc(C)c1COC(=O)Cc1ccc(Br)cc1
→ i	-0.1	i	i	13	i	i	i	i	i	i
- O=C(NNC(=S)NCc1ccco1)c1ccc(S(=O)(=O)N2CCOCC2)cc1
→ i	-0.2	i	i	9	i	i	i	i	i	i
- Cc1ccc2nc(NC(=O)/C=C/c3ccc4c(c3)OCO4)sc2c1
→ i	0.1	i	i	8	i	i	i	i	i	i
- Cc1ccc(C)c(N2CCN(C(=O)CCn3c(=S)[nH]c4cc5c(cc4c3=O)OCO5)CC2)c1
→ i	0.1	i	i	33	i	i	i	i	i	i
- CC1CCN(C(=S)NC(=O)c2cccc([N+](=O)[O-])c2)CC1
→ i	-0.5	i	i	10	i	i	i	i	i	i
- Cc1ccc(OCc2ccc(C#N)cc2)c(C(=O)c2cc(C#N)c(=O)n(C3CC3)c2)c1
→ i	-0.4	i	x	27	i	i	i	i	i	i
- CN(C)c1nc(N)nc(CSc2nnnn2C)n1
→ i	0.8	i	i	28	i	i	i	i	i	i
- COc1ccc(S(=O)(=O)N2CCC3(CC2)OCCN3S(=O)(=O)c2ccc(OC)cc2)cc1
→ i	-9.7	i	i	26	i	i	i	i	i	i
- COCCNC(=O)CN(C(=O)Cn1nnc2ccccc21)c1ccc(C)cc1
→ i	0.3	i	i	26	i	i	i	i	i	i
- COc1ccc(C(=O)OCC(=O)Nc2ccc(F)c(F)c2F)cc1OC
→ i	-2.4	i	i	9	i	i	i	i	i	i
- O/N=C(\Cc1cscn1)c1ccc(O)cc1O
→ i	0.1	i	i	3	i	i	i	i	i	i
- Cn1cc(Br)c(-c2cccc(NC(=O)CCC(=O)O)c2)n1
→ i	-0.1	i	i	17	i	i	i	i	i	i
- O=c1[nH]c(CSc2nnc(-c3ccccc3)n2-c2ccccc2)nc2ccccc12
→ i	0.0	i	i	29	i	i	i	i	i	i
- CCC(CC)C(=O)c1c[nH]c(C(=O)NCc2ccco2)c1
→ i	-0.4	i	i	14	i	i	i	i	i	i
- CN1CCc2c(sc3c2C(=O)NC(/C=C/c2ccco2)N3)C1 (stereo not drawn)
→ i	-0.4	i	i	-12	i	i	i	i	i	i
- Cc1ccc(C)c(NC(=O)CSc2nnc(-c3ccco3)o2)c1
→ i	0.6	i	i	6	i	x	i	i	i	i
- O=C(N/N=C/c1cccnc1)c1cccc(NC(=O)c2ccccc2Cl)c1
→ i	-0.2	i	i	1	i	i	i	i	i	i

Screens in order: MrgX1 agonist	HIF activator	TRPC6 act	PolyA inh	AI-2 QS modul	TRPC4 potent	TRPC4 inh	MrgX1 antag	TRPC4 act	MrgX1 PAM	TRPC6 inh
- Cc1cccc(Nc2ccc([N+](=O)[O-])cc2C(=O)O)c1
→ i	0.5	i	i	7	i	i	i	i	i	i
- COC(=O)c1ccsc1NC(=O)CN1CCN(Cc2ccc3c(c2)OCO3)CC1
→ i	0.1	i	i	5	i	i	i	i	i	-6.7*
- CC(C)c1ccc(NC2CCCN(C(=O)c3cnsn3)C2)cc1 (stereo not drawn)
→ i	0.3	i	i	34	i	i	-6.8*	i	i	i
- CCN(CC)CCCC(C)NC(=O)c1ccc(C(F)(F)F)cc1 (stereo not drawn)
→ i	-0.4	i	i	-10	i	i	i	i	i	i
- CCCOC(=O)N[C@@H]1C(=O)N2C(C(=O)OCCC)=C(C)CS[C@H]12
→ i	0.7	i	i	-5	i	i	i	i	i	i
- O=C(c1ccc(Cn2cc(Cl)cn2)o1)N1CCN(Cc2ccc3c(c2)OCO3)CC1
→ i	0.5	i	i	-3	i	i	i	i	i	-5.7*
- Cc1cccc(NC(=O)CC2S/C(=N/c3nccs3)N(C)C2=O)c1 (stereo not drawn)
→ i	1.7	i	i	-3	i	i	i	i	i	i
- COCC(=O)N1CCC(Oc2ccc(C(=O)N(C)Cc3nccs3)cc2)CC1
→ i	0.0	i	i	-2	i	i	i	i	i	i
- CC(C(=O)Nc1ccc(Cl)cc1)c1ncc(C(F)(F)F)cc1Cl (stereo not drawn)
→ i	0.0	i	i	40	i	i	i	i	i	i
- Cc1ccc(C)c(Cn2c(=O)n(CCC(=O)NCc3ccco3)c(=O)c3sccc32)c1
→ i	0.1	i	i	10	i	i	i	i	i	i
- CS(=O)(=O)N(CC(=O)NC1CCCCC1)Cc1ccc(F)cc1
→ i	0.1	i	i	10	i	i	i	i	i	i
- O=C(N/N=C/c1coc2ccccc2c1=O)c1cccc([N+](=O)[O-])c1
→ i	0.1	i	i	8	i	i	i	i	i	i
- Cc1cccc2nc(-c3ccco3)c(Nc3ccc4c(c3)OCCO4)n12
→ i	0.3	i	i	18	i	i	i	i	i	i
- Nc1cc(=O)[nH]c(SCC(=O)Nc2cccc(Cl)c2)n1
→ i	0.8	i	i	4	i	i	i	i	i	i
- CCc1cccc2c(C(=O)CSc3nnc(-c4ccoc4C)n3C)c[nH]c12
→ i	-0.1	i	i	30	i	i	i	i	i	i
- CCOc1ccc(CN2CCNC(=O)C2CC(=O)NCCCC2CCCC2)cc1 (stereo not drawn)
→ i	0.1	i	i	11	i	i	i	i	i	i
- Cc1ccc(C)c(-c2nnc(NC(=O)c3ccc([N+](=O)[O-])o3)o2)c1
→ i	-0.7	i	i	69	i	i	i	i	i	i
- C=CCOc1ccc(Cl)cc1C(=O)O
→ i	0.3	i	i	12	i	i	i	i	i	i
- Cc1ccc(C)c(N2CCN(C(=O)CSc3ccsc3[N+](=O)[O-])CC2)c1
→ i	0.0	i	i	29	i	i	i	i	i	i
- COc1cc(/C=N/N(C)C2=NS(=O)(=O)c3ccccc32)cc(OC)c1OC
→ i	-14	i	i	11	i	i	i	i	i	i
- Cc1csc(NC(=O)CCC(=O)N(CC(=O)NC2CCCCC2)c2ccccc2)n1
→ i	0.1	i	i	0	i	i	i	i	i	i
- CCc1cc(CNC(=O)c2ccc(OC3CCN(C(C)=O)CC3)c(OC)c2)on1
→ i	0.4	i	i	10	i	i	i	i	i	i
- COc1cc(/C=C/C(=O)Oc2coc(CSc3ncccn3)cc2=O)cc(OC)c1OC
→ i	-0.3	i	i	12	i	i	i	i	i	i
- CCOc1cc(NC(=S)NC)c(OCC)cc1NC(=O)c1ccc(OC)cc1
→ i	0.0	i	i	5	i	i	i	i	i	i
- CC(OC(=O)c1cc(=O)[nH]c2ccccc12)C(=O)Nc1ccccc1F (stereo not drawn)
→ i	-0.5	i	i	16	i	i	i	i	i	i
- COc1ccc2c(C=Nc3c(C)n(C)n(-c4ccccc4)c3=O)c(O)n(Cc3ccco3)c(=O)c2c1
→ i	0.1	i	i	23	i	i	i	i	i	i
- CCOC(=O)c1oc2ccccc2c1COC(=O)CNC(=O)c1ccccc1OC
→ i	0.1	i	i	11	i	i	i	i	i	i
- Cc1c(CN2CCC(n3nccc3NC(=O)C3CC3)CC2)[nH]c2ccccc12
→ i	0.0	i	x	-15	i	i	i	64*	i	i
- CC(C)C(C(=O)NCc1ccco1)N(C(=O)CNS(=O)(=O)c1ccccc1)C1CCCC1 (stereo not drawn)
→ i	-0.3	i	i	6	i	i	i	i	i	i
- Cc1ccccc1NC(=O)COC(=O)c1ccc(CSc2ccc(Cl)cc2)cc1
→ i	-5.8	i	i	24	i	i	i	i	i	i
- CC(NC(=O)COC(=O)Cn1cnc2ccccc2c1=O)C1CC2CCC1C2 (stereo not drawn)
→ i	0.0	i	i	14	i	i	i	i	i	i

One compound at a time, as listed above. Screens in order: MrgX1 agonist	HIF activator	TRPC6 act	PolyA inh	AI-2 QS modul	TRPC4 potent	TRPC4 inh	MrgX1 antag	TRPC4 act	MrgX1 PAM	TRPC6 inh
CCc1cc(CNC(=O)c2ccc(OC3CCN(C(C)=O)CC3)c(OC)c2)on1 is listed as i	0.4	i	i	10	i	i	i	i	i	i
Cc1ccc(C)c(-c2nnc(NC(=O)c3ccc([N+](=O)[O-])o3)o2)c1 is listed as i	-0.7	i	i	69	i	i	i	i	i	i

High-throughput results from PubChem BioAssay.
